HTRA1 inh = inhibitors of human serine peptidase HTRA1; inhibition, % at 5.96 µM; 340,000 tested, 0.5% active; recombinant HTRA1, FP-rhodamine activity-based probe, fluorescence polarization; Q92743; in the data active = inhibition above about 36%;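 also: 0% = enzyme with DMSO and 100% = wells lacking enzyme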
Target sequence (Q92743 whole entry, looked up): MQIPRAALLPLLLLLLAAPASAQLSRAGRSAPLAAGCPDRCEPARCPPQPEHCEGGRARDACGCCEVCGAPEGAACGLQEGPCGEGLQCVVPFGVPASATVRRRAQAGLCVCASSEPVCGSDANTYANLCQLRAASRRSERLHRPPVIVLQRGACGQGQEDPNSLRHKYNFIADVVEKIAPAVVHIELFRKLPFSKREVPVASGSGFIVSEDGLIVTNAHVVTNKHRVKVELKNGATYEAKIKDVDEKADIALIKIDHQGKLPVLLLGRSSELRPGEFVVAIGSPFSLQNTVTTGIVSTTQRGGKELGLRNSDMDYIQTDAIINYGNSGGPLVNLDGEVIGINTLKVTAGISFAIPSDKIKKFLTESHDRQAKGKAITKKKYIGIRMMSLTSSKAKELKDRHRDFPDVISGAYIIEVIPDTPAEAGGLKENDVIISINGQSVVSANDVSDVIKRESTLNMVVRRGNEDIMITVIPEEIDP
Numbers without * were called inactive. Only part of the results is shown, so the mix of outcomes need not match the whole.

Start of the data: the first 17 records as a preview:
COc1ccc2c(c1)[C@H]1[C@H](CO2)[C@H](c2ccccc2)[C@]2(C)C(=O)Nc3cc(Cl)ccc3C(=O)N12
  HTRA1 inh: -52.5

CSC[C@H](NC(=O)Cc1c(C)c2cc3c(C)c(C)oc3cc2oc1=O)C(=O)N[C@@H](Cc1ccccc1)C(=O)O
  HTRA1 inh: 5.0

N#C/C(=C/c1ccc(OCc2ccc(C(=O)O)cc2)cc1)C(=O)Nc1ccccc1
  HTRA1 inh: 2.8

c1coc(CN(Cc2ccco2)c2ncnc3c2oc2ccccc23)c1
  HTRA1 inh: -36.2

CCC1=NN2C(=N)/C(=C/c3ccc(OS(=O)(=O)c4ccccc4)cc3)C(=O)N=C2S1
  HTRA1 inh: -22.8

CC(C)N=C1CCCC1C(=S)SSC(=S)C1CCCC1=NC(C)C (stereo unspecified)
  HTRA1 inh: 13.4

Cc1nc2cc(-c3cccc(F)c3)nn2c(C)c1CCC(=O)NC(C)CCc1ccco1 (stereo unspecified)
  HTRA1 inh: -16.7

CCOc1ccccc1N1CCN(C(=O)c2cc3cc(OC)ccc3[nH]2)CC1
  HTRA1 inh: -8.2

COc1ccc(-n2ncc3c(NCCN4CCOCC4)ncnc32)cc1
  HTRA1 inh: -6.1

Cc1ccc(C)c2[nH]c(=O)c(CN(Cc3ccco3)C(=O)Nc3ccccc3)cc12
  HTRA1 inh: -42.3

Cc1ccc(OCC(=O)NNC(=S)NC(=O)C2CCCCC2)c(C)c1
  HTRA1 inh: 3.4

CCNc1cc(O)ccc1C
  HTRA1 inh: 71.4*

CC(C)(C)OC(=O)n1cccc1/C=C1\c2ccccc2C(=O)N1c1ccccc1
  HTRA1 inh: 6.6

O=C(Cn1nnc(-c2ccc([N+](=O)[O-])cc2)n1)NNC(=O)c1ccccc1
  HTRA1 inh: -2.5

Cc1ccc(-c2ccc(CCC(=O)O)n2CC(=O)O)cc1
  HTRA1 inh: 3.0

CN1/C(=C\C=Nc2ccc3ccccc3c2)C(C)(C)c2ccccc21
  HTRA1 inh: -21.8

CC(=O)Nc1ccc(NC(=O)CSc2ncc(C(=O)Nc3ccc(Cl)cc3)c(=O)n2C)cc1
  HTRA1 inh: 1.4

Main list, from the start:
COc1ccc2c(c1)[C@H]1[C@H](CO2)[C@H](c2ccccc2)[C@]2(C)C(=O)Nc3cc(Cl)ccc3C(=O)N12
  HTRA1 inh: -52.5

CSC[C@H](NC(=O)Cc1c(C)c2cc3c(C)c(C)oc3cc2oc1=O)C(=O)N[C@@H](Cc1ccccc1)C(=O)O
  HTRA1 inh: 5.0

N#C/C(=C/c1ccc(OCc2ccc(C(=O)O)cc2)cc1)C(=O)Nc1ccccc1
  HTRA1 inh: 2.8

c1coc(CN(Cc2ccco2)c2ncnc3c2oc2ccccc23)c1
  HTRA1 inh: -36.2

CCC1=NN2C(=N)/C(=C/c3ccc(OS(=O)(=O)c4ccccc4)cc3)C(=O)N=C2S1
  HTRA1 inh: -22.8

CC(C)N=C1CCCC1C(=S)SSC(=S)C1CCCC1=NC(C)C (stereo unspecified)
  HTRA1 inh: 13.4

Cc1nc2cc(-c3cccc(F)c3)nn2c(C)c1CCC(=O)NC(C)CCc1ccco1 (stereo unspecified)
  HTRA1 inh: -16.7

CCOc1ccccc1N1CCN(C(=O)c2cc3cc(OC)ccc3[nH]2)CC1
  HTRA1 inh: -8.2

COc1ccc(-n2ncc3c(NCCN4CCOCC4)ncnc32)cc1
  HTRA1 inh: -6.1

Cc1ccc(C)c2[nH]c(=O)c(CN(Cc3ccco3)C(=O)Nc3ccccc3)cc12
  HTRA1 inh: -42.3

Cc1ccc(OCC(=O)NNC(=S)NC(=O)C2CCCCC2)c(C)c1
  HTRA1 inh: 3.4

CCNc1cc(O)ccc1C
  HTRA1 inh: 71.4*

CC(C)(C)OC(=O)n1cccc1/C=C1\c2ccccc2C(=O)N1c1ccccc1
  HTRA1 inh: 6.6

O=C(Cn1nnc(-c2ccc([N+](=O)[O-])cc2)n1)NNC(=O)c1ccccc1
  HTRA1 inh: -2.5

Cc1ccc(-c2ccc(CCC(=O)O)n2CC(=O)O)cc1
  HTRA1 inh: 3.0

CN1/C(=C\C=Nc2ccc3ccccc3c2)C(C)(C)c2ccccc21
  HTRA1 inh: -21.8

CC(=O)Nc1ccc(NC(=O)CSc2ncc(C(=O)Nc3ccc(Cl)cc3)c(=O)n2C)cc1
  HTRA1 inh: 1.4

CCCCc1nc(C(N)=O)c2[nH]c(=O)n(-c3ccccc3F)c2n1
  HTRA1 inh: 3.8

CCOC(=O)C1=C(C2=CCCCC2)c2ccc(OC)cc2N(S(=O)(=O)C(F)(F)F)C1C(=O)OCC (stereo unspecified)
  HTRA1 inh: -5.3

Cc1ccc(CN2CCSc3ccc(C(=O)N4CCOCC4)cc32)cc1
  HTRA1 inh: 1.8

COc1ccc(Cc2nnc(-c3cccc(C)c3)o2)cc1OC
  HTRA1 inh: -3.7

CC(C)n1ncc2c(C(=O)NCC(=O)Nc3ccccc3Br)cc(C3CC3)nc21
  HTRA1 inh: -19.6

CCc1ccc(C(=O)CCC2CCCCC2=O)cc1 (stereo unspecified)
  HTRA1 inh: -3.5

O=C(O)COc1ccc(Br)cc1C(c1c(C(=O)O)[nH]c2ccccc12)c1c(C(=O)O)[nH]c2ccccc12
  HTRA1 inh: 0.9

S=C(Nc1cccc(Cl)c1)Nc1cccc2cnccc12
  HTRA1 inh: 4.4

Cc1cc(-c2csc(NCc3ccccc3)n2)c(C)n1C
  HTRA1 inh: 36.8*

C#CCOCCOCCOCCNc1nc(N2CCN(C(=O)CCCCCCCCCCNC(=O)Cn3cc(CCCCCN)nn3)CC2)nc(N2CCN(C(=O)CCCCCCCCCCNC(=O)[C@H]([C@@H](C)CC)n3cc(CCCCN=C(N)N)nn3)CC2)n1
  HTRA1 inh: -99.9

O=C(NCCn1cc(SCc2ccc(F)cc2)c2ccccc21)c1ccccc1F
  HTRA1 inh: -33.9

O=C1C(Cl)=C(NCCN2CCCCC2)C(=O)c2ccccc21
  HTRA1 inh: 8.8

COc1ccc(-n2c(O)c(C=NCC(c3ccco3)N3CCCC3)c3ccccc3c2=O)cc1OC (stereo unspecified)
  HTRA1 inh: -5.1

COC(=O)CSc1nc(N)c2c3c(sc2n1)C(c1ccccc1)SC(c1ccccc1)C3 (stereo unspecified)
  HTRA1 inh: -37.8

Cc1ccc(C(=O)N/C(=C\c2cccc([N+](=O)[O-])c2)C(=O)NCc2ccncc2)cc1
  HTRA1 inh: 7.8

C=CCOC(=O)c1[nH]c2c(c1C)C(=O)CC(c1cc(OC)c(OC)c(OC)c1)C2 (stereo unspecified)
  HTRA1 inh: -8.2

O=C(c1ccc(Cl)s1)N1CCN(C23CC4CC(CC(C4)C2)C3)CC1
  HTRA1 inh: -5.0

CCc1nnc(NC(=O)CSc2nnc(CNc3ccc(Cl)cc3)o2)s1
  HTRA1 inh: -1.6

CCCNC(=O)Cn1c(=O)/c(=C\c2ccc(-c3ccc([N+](=O)[O-])cc3)o2)s/c1=C\C(=O)C(C)(C)C
  HTRA1 inh: 9.7

O=C(Cn1cc(S(=O)(=O)Cc2ccccc2)c2ccccc21)Nc1ccccc1
  HTRA1 inh: -26.0

Cc1ccc2nc(-c3ccc(N4C(=NC(=O)CCC(=O)O)SC5CS(=O)(=O)CC54)cc3)sc2c1 (stereo unspecified)
  HTRA1 inh: -6.8

CC1=C(C(=O)OCC2CCCO2)C(c2ccc(C)o2)C2=C(CC(c3ccc(F)cc3)CC2=O)N1 (stereo unspecified)
  HTRA1 inh: -12.2

O=C(O)C1Nc2ccc(Br)cc2C2C=CCC12 (stereo unspecified)
  HTRA1 inh: 74.7*

COc1ccc(CNC[C@@H](CCCCN(C)Cc2ccc(OC)cc2)N2C[C@H](c3ccccc3)N(CCc3ccc(Cl)c(Cl)c3)C(=O)C2=O)cc1
  HTRA1 inh: -24.2

Cc1nnc(N2CCC(C(=O)N3CCCCC3)CC2)c2nn(-c3ccc(Cl)cc3)c(C)c12
  HTRA1 inh: -5.3

CC(=O)c1c(O)cc(O)c(C(C)=O)c1O
  HTRA1 inh: -4.0

COc1ccc(CN2CN=C(Nc3nc4ccccc4s3)NC2)cc1
  HTRA1 inh: -0.5

CN1C(=O)c2oc3ccccc3c(=O)c2C1c1ccncc1 (stereo unspecified)
  HTRA1 inh: -2.9

S=C(Cc1cccnc1)N1CCOCC1
  HTRA1 inh: -1.5

CCC(CC)c1nnc(NC(=O)c2nn(C)c(=O)c3ccccc23)s1
  HTRA1 inh: 7.0

O=C1NC(=S)S/C1=C/c1ccc(N2CCOCC2)o1
  HTRA1 inh: 3.1

CC(C)(CC(=O)O)CC(=O)N1CCN(c2nc3ccc(Cl)cc3s2)CC1
  HTRA1 inh: 2.9

CCN1CCN(CCNC(=O)c2ccc3c(c2)NC(=O)/C(=C\c2cccc(Cl)c2)S3)CC1
  HTRA1 inh: -11.7

Cc1c(C)c2c(OCC(=O)N3CCC(C(=O)O)CC3)cc3c(c2oc1=O)CCC(C)(C)O3
  HTRA1 inh: 2.5

CCc1cc(-c2[nH]ncc2-c2ccc([N+](=O)[O-])cc2)c(O)cc1OC
  HTRA1 inh: -13.8

Cc1cc(C(=O)Nc2ccc3c(c2)CCC3)c2ccccc2n1
  HTRA1 inh: -10.2

COc1ccc(C2/C=C\CC(NS(=O)(=O)c3ccc(C)cc3)CC(=O)N2Cc2ccccc2F)cc1 (stereo unspecified)
  HTRA1 inh: -38.5

COc1cc(C2Nc3cccc4cccc(c34)N2)ccc1OC(C)=O
  HTRA1 inh: 10.8

Cc1c(Cl)cccc1NC(=O)C(=O)NNS(=O)(=O)c1ccc(F)cc1
  HTRA1 inh: 3.3

CCOc1ccc(-n2c(SCC(=O)NC(C)CC)nc3n[nH]c(C)c3c2=N)cc1 (stereo unspecified)
  HTRA1 inh: -9.7

O=C(Nc1nc2ccc([N+](=O)[O-])cc2s1)c1ccc(S(=O)(=O)N2CCCc3ccccc32)cc1
  HTRA1 inh: 2.1

COc1ccc(Nc2ncnc3nc[nH]c23)cc1OC
  HTRA1 inh: 2.8

CCCN(CCC)C(=O)CSc1nc2n[nH]c(C)c2c(=N)n1-c1ccc(OCC)cc1
  HTRA1 inh: -6.9

COc1cc(/C=N/n2nnnc2Nc2ccccc2)cc(OC)c1OC
  HTRA1 inh: -19.8

O=C(CC1(O)CCCCC1)OC1CCCC1
  HTRA1 inh: -0.1

COCCN(C(=O)CSc1nnc(-c2cccc(OC)c2)n1C)c1c(N)n(Cc2ccccc2)c(=O)[nH]c1=O
  HTRA1 inh: -0.5

CCCCCn1c(N2CCC(Cc3ccccc3)CC2)nc2c1c(=O)[nH]c(=O)n2C
  HTRA1 inh: -11.5

Cc1cccc(CN2CCC(CNC(=O)C3CCCN(S(=O)(=O)c4cnc[nH]4)C3)CC2)c1 (stereo unspecified)
  HTRA1 inh: -7.0

C#CCOCCOCCOCCNc1nc(N2CCN(C(=O)CCCCCCCCCCNC(=O)[C@H](CO)n3cc(CCCSC)nn3)CC2)nc(N2CCN(C(=O)CCCCCCCCCCNC(=O)[C@H](CCCN=C(N)N)n3cc(C[C@@H](C)CC)nn3)CC2)n1
  HTRA1 inh: -88.8

O=C(COC(=O)c1nn(-c2ccccc2)c(=O)c2ccccc12)NC1CCS(=O)(=O)C1 (stereo unspecified)
  HTRA1 inh: 3.2

CCOc1ccc2nc(N3CCC(C(=O)N4CCN(C(=O)c5ccco5)CC4)CC3)sc2c1
  HTRA1 inh: -3.4

COc1ccc(N(C(=O)c2ccncc2)S(=O)(=O)c2ccc(Cl)cc2)cc1
  HTRA1 inh: 1.5

CC(C)C(=O)Nc1ccc(C(=O)Nc2ccc(S(=O)(=O)N3CCOCC3)cc2)cc1
  HTRA1 inh: 2.2

COc1ccc(-c2nn(-c3ccccc3)cc2/C=C/C(=O)OCC(=O)Nc2ccc(C#N)cc2)cc1
  HTRA1 inh: -25.5

CCOc1cc(NC(=O)c2ccco2)c(OCC)cc1NC(=O)CCC(=O)NCc1cccnc1
  HTRA1 inh: 6.0

COC(=O)c1ccc(C2SCC(=O)N2Cc2ccccc2)cc1 (stereo unspecified)
  HTRA1 inh: 7.1

COc1ccccc1[C@H]1C(c2cccc(Cl)c2)=NN(c2ccccc2)[C@@H]1CO
  HTRA1 inh: 6.8

O=C(CCc1nnc2n(Cc3ccc(Cl)cc3)c(=O)c3ccccc3n12)N1CCN(c2ccccn2)CC1
  HTRA1 inh: -1.5

COc1ccc2c(c1)CCc1sc(NC(=O)c3ccco3)nc1-2
  HTRA1 inh: 0.4

C1=C(N2CCOCC2)/C(=C/c2nc3ccccc3[nH]2)CC1
  HTRA1 inh: 27.7

O=C(COc1ccc(F)cc1)N1CCC(Cc2ccccc2)CC1
  HTRA1 inh: -5.8

O=[N+]([O-])c1cc2oc3c(c2c(C=NCc2ccncc2)c1O)CCCC3
  HTRA1 inh: 49.6*

CC1=NN(C(C)C)C(=O)C1
  HTRA1 inh: 2.5

Cn1c(=O)c2c(n(Cc3ccccc3)c1=O)NC(=O)C2CC(=O)N1CCc2ccccc2C1 (stereo unspecified)
  HTRA1 inh: -4.1

CNc1ccccc1C(=O)OCC(=O)c1ccccc1
  HTRA1 inh: -9.5

COc1cc(NC(=O)CN2C(=O)NC(C)(c3ccccc3)C2=O)c(C)cc1[N+](=O)[O-] (stereo unspecified)
  HTRA1 inh: -0.8

COc1ccccc1NC(=O)CN(Cc1ccco1)C(=O)c1cc2ccccc2o1
  HTRA1 inh: -7.5

O=C(Cc1c(Cl)cccc1Cl)NC1=NCCS1
  HTRA1 inh: -1.7

Cc1cc(C)c(C#N)c(OCC(=O)Nc2ccccc2)n1
  HTRA1 inh: 1.2

CC(=O)CCc1oc2ccc(NC(C)=O)cc2c1-c1ccc(C)o1
  HTRA1 inh: 2.8

C#CCOCCOCCOCCNc1nc(N2CCN(C(=O)[C@H]([C@@H](C)CC)n3cc([C@@H](N)CC(C)C)nn3)CC2)nc(N2CCN(C(=O)[C@H](CCCCN)n3cc([C@@H](N)CO)nn3)CC2)n1
  HTRA1 inh: 0.2

Cc1ccc(-c2c(C(=O)N/N=C/c3cccs3)nnn2-c2nonc2N)cc1
  HTRA1 inh: -0.9

COc1ccc2c(c1)[C@@H]1[C@H](CO2)[C@H](c2ccccc2)[C@]2(C)C(=O)Nc3ccc(C)cc3C(=O)N12
  HTRA1 inh: -24.1

Cc1ccc(CNC(=O)[C@H](C)[C@H]2C[C@]2(C)[C@H](NC(=O)OCc2ccccc2)c2ccccc2)o1
  HTRA1 inh: -32.4

CCN1C(N(C)CCc2c[nH]c3ccccc23)=N[C@@H](c2cccc(C(F)(F)F)c2)C(C(=O)OC)=C1C
  HTRA1 inh: -1.6
